# Tat transport = blocks Tat-dependent protein export in E. coli; inhibition, % at 10 µM; AID 488895; 340,000 tested, 0.036% active; E. coli MC4100 TorA-mCherry Tat export, fluorescence;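 active = mean replicate inhibition at least 50% and at least half of replicates individually reaching 50%; inconclusive = only one of the two criteria met; inactive = neither criterion met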;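 also: exported cargo escapes ClpAP degradation while cytoplasmic cargo is degraded and loses fluorescence; 0% = median of neutral control wells and 100% = median of NaSCN control wells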
# DAGLB inhibitor = diacylglycerol lipase beta (human) inhibition | inhibition, % at 5.17 µM | HEK293T DAGLB membrane lysate, EnzChek fluorogenic substrate | 340,000 tested, 0.059% active; in the data active = inhibition above about 34%;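 also: 0% = enzyme with vehicle and 100% = wells lacking enzyme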
# Target sequence (Q8NCG7 whole entry, looked up): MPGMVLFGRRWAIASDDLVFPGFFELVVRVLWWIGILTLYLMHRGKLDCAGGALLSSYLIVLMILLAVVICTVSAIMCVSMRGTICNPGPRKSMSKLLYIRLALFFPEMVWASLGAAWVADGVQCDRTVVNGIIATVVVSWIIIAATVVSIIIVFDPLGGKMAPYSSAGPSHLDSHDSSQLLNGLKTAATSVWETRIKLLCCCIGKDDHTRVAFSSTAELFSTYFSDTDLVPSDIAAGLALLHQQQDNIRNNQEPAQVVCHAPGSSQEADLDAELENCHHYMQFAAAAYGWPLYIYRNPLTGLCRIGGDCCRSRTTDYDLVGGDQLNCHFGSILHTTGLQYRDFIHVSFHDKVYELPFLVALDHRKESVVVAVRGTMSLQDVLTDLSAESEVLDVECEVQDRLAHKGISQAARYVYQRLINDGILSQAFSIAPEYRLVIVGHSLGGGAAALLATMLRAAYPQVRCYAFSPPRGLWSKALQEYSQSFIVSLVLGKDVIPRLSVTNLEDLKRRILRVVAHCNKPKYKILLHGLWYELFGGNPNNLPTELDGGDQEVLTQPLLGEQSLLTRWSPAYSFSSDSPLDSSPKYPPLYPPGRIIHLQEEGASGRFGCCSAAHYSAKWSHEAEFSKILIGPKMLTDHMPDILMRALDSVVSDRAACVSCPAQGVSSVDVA
# CAL PDZ FP = blocks peptide binding to human CAL PDZ domain | purified CAL PDZ, TMR-peptide fluorescence polarization, 1 h | inhibition, % at 20 µM | Q9HD26 | 330,000 tested, 0.02% active;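 active = highest replicate inhibition of at least 40%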;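 also: plate controls were DMSO neutral control wells for no effect and unlabeled competitor peptide control wells for full effect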
#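 Control set: unlabelled peptide and DMSO controls / Material: purified CerCALP PDZ construct / Timing: 1 h incubation at room temperature before polarization reading / Doses: 20 µM, one dose / Detection: fluorescence polarization (mP)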
# AddAB inh = less growth of phage-infected E. coli with AddAB | E. coli expressing H. pylori AddAB, absorbance growth | inhibition, % at 11.9 µM | 330,000 tested, 0.29% active | AID 435030; in the data active = inhibition above about 12%;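 also: 0% = vehicle wells of infected cells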
# Rtt109 Vps75 = inhibitors of Candida albicans Rtt109/Vps75 histone acetyltransferase. AID 540336. 330,000 tested, 0.16% active. inhibition, % at 34.9 µM. purified Rtt109/Vps75, ThioGlo CoA-SH fluorescence, 4 h;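 active = inhibition of at least 50% in every replicate; inconclusive = best replicate reaches 50% inhibition but some replicates fall short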
# Target sequence (Q5AAJ8 whole entry, looked up): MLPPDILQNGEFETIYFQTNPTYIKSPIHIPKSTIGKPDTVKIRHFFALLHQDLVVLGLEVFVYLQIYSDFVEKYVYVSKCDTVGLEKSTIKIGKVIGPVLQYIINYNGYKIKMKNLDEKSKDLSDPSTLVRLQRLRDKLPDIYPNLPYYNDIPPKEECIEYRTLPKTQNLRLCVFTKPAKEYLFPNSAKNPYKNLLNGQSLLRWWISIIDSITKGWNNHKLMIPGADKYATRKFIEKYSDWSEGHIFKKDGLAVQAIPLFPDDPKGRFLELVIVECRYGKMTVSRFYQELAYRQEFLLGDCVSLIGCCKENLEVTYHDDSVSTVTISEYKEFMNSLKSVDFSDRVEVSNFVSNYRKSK
# PfHsp90 set2 = reduces growth (ATP signal) of yeast expressing P. falciparum Hsp90 | S. cerevisiae expressing PfHsp90, BacTiter-Glo ATP, 48 h; yeast lacking PDR1 and PDR3 efflux regulators | inhibition, % at 9.4 µM | 310,000 tested, 0.32% active;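 active = every replicate shows inhibition above about 80%, whatever the replicate mean, limit read from the data; inconclusive = mean inhibition reaches the set limit but some replicate falls short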;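 also: 0% = DMSO neutral controls and 100% = 20 µM radicicol positive controls; yeast relying on Plasmodium falciparum Hsp90 in place of its own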
# Wnt act = Wnt/beta-catenin pathway activation; AID 743398; 300,000 tested, 1.2% active; activation, % at 9.35 µM; Wnt/beta-catenin reporter cell assay, activator, plate reader; in the data active = activation above about 30%, passing the limit was not always enough; inconclusive = no clear call, values can overlap the other calls;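 also: 0% = neutral control wells and 100% = positive control wells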
# PvdQ acylase = P. aeruginosa PvdQ acylase inhibition; purified PvdQ acylase, fluorescence plate reader; inhibition, % at 10 µM; 340,000 tested, 0.063% active; AID 488965; in the data active = inhibition above about 30%, passing the limit was not always enough; inconclusive = no clear call, values can overlap the other calls;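 also: 0% = vehicle neutral wells and 100% = reference inhibitor wells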
# E coli growth = counter-screen for AddAB inhibitors: E. coli growth inhibition | E. coli V3065 growth, OD600 absorbance, 18 h | AID 449728 | 330,000 tested, 0.27% active | inhibition, % at 11.9 µM;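 active = inhibition above the campaign's mean inhibition across all tested compounds plus 3 SD, cut at about 9.9% in these data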;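 also: uninfected addAB+ strain grown without phage in ampicillin broth; 0% = DMSO wells and 100% = ciprofloxacin 0.95 µg/ml wells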
# phage Ecoli inh = E. coli growth loss with phage present | growth absorbance | inhibition, % at 11.9 µM | AID 651602 | 360,000 tested, 0.26% active; in the data active = inhibition above about 11%
# Starred values were filed as active, the others as inactive; u = inconclusive; x = not tested or not shown.
SMILES,Tat transport,DAGLB inhibitor,CAL PDZ FP,AddAB inh,Rtt109 Vps75,PfHsp90 set2,Wnt act,PvdQ acylase,E coli growth,phage Ecoli inh
CC(OC(=O)c1ccc(NS(=O)(=O)c2ccc3[nH]c(=O)[nH]c3c2)cc1)C(=O)Nc1cccc(Cl)c1Cl (stereo unspecified),-2,2,-3.6,0.8,x,2,0,2,-0.8,0.3
CCOC(=O)NC(=O)CSc1nnnn1-c1ccccc1,-10,-2,-0.7,2.0,9,-2,x,-6,-0.5,-0.5
CCOC(=O)N1CCN(CC(=O)N2c3ccccc3CC2C)CC1 (stereo unspecified),-4,-1,-1.3,1.3,-6,10,x,4,4.9,0.2
Cc1ccc(NC2CCCN(C(=O)c3snnc3C)C2)cc1C (stereo unspecified),-14,2,-0.9,3.7,-4,-20,-1,0,4.8,0.0
Cc1cc2cc3c(=O)[nH]c(=O)nc-3n(CC(O)C(O)C(O)CO)c2cc1C (stereo unspecified),-2,0,-1.0,x,7,11,0,15,x,2.6
O=C(COC(=O)c1cc(S(=O)(=O)N2CCOCC2)ccc1Cl)NCc1ccc2c(c1)OCO2,1,1,-0.3,0.3,-3,1,-1,-2,-2.1,2.1
O=C(OCc1nc2ccccc2s1)C1CCN(C2=NS(=O)(=O)c3ccccc32)CC1,-2,1,-0.7,0.2,4,-14,x,0,1.7,1.4
COC(=O)CNC(c1ccccc1)c1cc(Br)ccc1NC(=O)CNC(=O)OCc1ccccc1 (stereo unspecified),3,-8,-2.9,-0.3,-5,7,x,0,-0.7,x
CC(=O)c1cc(C#N)c(Oc2ccccc2)nc1C,3,0,-0.5,2.4,-2,x,x,-10,0.8,0.9
COc1ccc(-n2nc(C(C)=O)c(=O)[nH]c2=O)cc1,-6,0,0.0,2.8,9,12,1,0,0.6,2.1
CC(C)(C)n1nnnc1C(c1cccs1)N1CCN(C(=O)c2ccco2)CC1 (stereo unspecified),7,-1,-3.8,2.3,-3,-14,x,-1,-0.4,3.0
CCCCCCCc1c(O)nc(SCCN(C)C)[nH]c1=O,-9,-3,0.3,4.8,1,8,-1,-17,1.3,3.1
COc1ccc(CNC(=O)C2CCCN(S(=O)(=O)c3c(C)noc3/C=C/N(C)C)C2)cc1 (stereo unspecified),3,4,-0.6,4.0,15,0,-2,2,0.5,1.9
Cn1c(=O)oc2cc(S(=O)(=O)NC(Cc3ccccc3)C(=O)N3CCCCC3)ccc21 (stereo unspecified),5,2,-1.3,1.1,-2,9,-4,-14,0.7,-0.5
C=CCN=C1NN=C(c2cc(C)n(CC=C)c2C)CS1,-5,5,-2.3,-0.7,x,7,-21,-10,1.5,3.2
CC(NC(=O)CN(C)Cc1cccs1)c1ccccc1 (stereo unspecified),-10,-1,-3.6,0.5,-2,4,-12,-17,0.6,2.2
CCC(Oc1ccccc1C)C(=O)N1CCCN(C)CC1 (stereo unspecified),0,1,-2.3,3.9,-34,-16,-1,-19,2.6,-2.1
O=C(Nc1ccc2c(c1)OCCO2)c1cccc(C(=O)Nc2ccc3c(c2)OCCO3)c1,-3,-4,x,-0.1,4,-6,19,14,-1.6,-0.1
CCCN1CCN(C(=O)c2ccc(-c3ccc([N+](=O)[O-])cc3)o2)CC1,-2,-2,0.5,-0.1,19,9,-4,12,0.5,1.5
S=c1[nH]ncn2c1cc1oc3ccccc3c12,-1,0,9.9,1.3,5,-22,1,-5,-0.2,2.4
Nc1ncnc2c1ncn2[C@@H]1O[C@H](CO)C[C@H]1O,-10,-2,-0.3,1.1,14,9,9,8,-0.2,3.3
COC(=O)c1cc(S(=O)(=O)N2CCCCC2C)c[nH]1 (stereo unspecified),1,1,-2.2,0.2,7,-7,0,9,1.4,-1.1
Cc1ccc(C2CC(=O)Nc3cc4c(cc32)OCO4)o1 (stereo unspecified),-3,-1,-2.9,0.9,1,1,x,0,0.9,2.6
C=CCn1cccc(C(=O)Nc2ccc(F)cc2)c1=O,-3,-2,-1.3,0.5,8,5,12,-16,-0.8,1.9
O=C(CSc1ccc(Cl)cc1)OCC(=O)N1CCN(c2ccccc2)CC1,10,-2,-4.5,x,-3,-3,2,9,x,3.6

# Additional entries follow:
SMILES,Tat transport,DAGLB inhibitor,CAL PDZ FP,AddAB inh,Rtt109 Vps75,PfHsp90 set2,Wnt act,PvdQ acylase,E coli growth,phage Ecoli inh
C=CCC(NCc1ccco1)c1ccc(OC)cc1 (stereo unspecified),8,2,-4.6,1.8,1,3,x,-6,-0.4,1.1
Cc1ccc(-n2c(C)cc(C)c(C#N)c2=O)cc1C,8,0,-1.8,3.0,5,11,3,-6,1.5,3.4
CCCN1CCc2c(sc(NC(=O)C3CCN(S(=O)(=O)c4cccs4)CC3)c2C(N)=O)C1,-2,1,-1.5,-0.6,-7,x,5,2,-1.1,1.0
COc1ccc(CCNC(=O)COC(=O)/C=C/c2ccc3c(c2)OCO3)cc1OC,1,3,-0.9,2.7,-1,3,10,-6,1.6,2.6
CN(C)C(=O)c1cc(F)ccc1Sc1cc(Cl)ccc1Cl,4,-3,0.4,4.8,-4,-38,-2,-13,3.1,2.8
CCCC(CCC(=O)NC1CCCCC1)C(=O)O (stereo unspecified),-4,0,-0.6,-0.2,-1,3,x,5,-1.5,1.2
O=C(c1cc2ccccc2o1)N(Cc1nnc(-c2ccccc2Cl)o1)C1CC1,-1,-6,-4.0,2.2,7,x,-3,7,0.4,1.9
COc1ccc(N=C2NC(=O)/C(=C/c3ccco3)S2)cc1,3,5,-1.3,7.3,-6,4,6,-11,-1.0,1.9
Cc1ccc(OCCSc2nc3ccccc3n2CC(=O)O)c(C(C)C)c1,12,7,-1.8,0.7,1,-33,1,-9,0.0,-3.4
O=C(NCCN1CCc2ccccc2C1)C1CC(=O)N(C2CCCC2)C1 (stereo unspecified),-4,-2,-2.2,1.8,-8,x,x,-10,0.9,0.5
COc1ccc(OCC(=O)N/N=C\c2ccco2)cc1,-10,0,0.1,1.2,2,-15,-1,-10,1.2,2.8
Cc1nn(Cc2ccccc2Cl)c(C)c1C(=O)NCC(c1cccs1)N1CCOCC1 (stereo unspecified),5,-2,-0.1,0.4,1,-3,-2,-5,1.3,4.6
CCc1cccc2c1NC(=O)[C@]21[C@@H]2C(=O)N(Cc3ccccc3)C(=O)[C@@H]2[C@@H]2CCCN21,-2,3,0.5,-1.3,2,x,-6,-11,0.1,0.5
Cc1ccc(-n2nc(CN3CCOCC3)c(-c3ccccc3)c2N)cc1Cl,-1,0,-0.4,2.4,4,29,x,-15,1.7,4.5
COc1ccc2c(c1)C=C(CN1CCC(CO)(CCc3ccccc3)CC1)CO2,-7,-4,-2.4,3.8,7,-91,-2,2,-1.1,4.3
CCOc1ccc2nc(SC3CC(=O)N(c4ccc(C)cc4)C3=O)sc2c1 (stereo unspecified),-3,-5,-0.2,0.1,-1,-19,2,3,1.0,2.4
Cc1ccc(S(=O)(=O)N(Cc2cc3ccccc3[nH]c2=O)CC2CCCO2)cc1 (stereo unspecified),9,-3,-0.1,1.2,2,1,2,2,-2.7,1.9
Cc1ccc2[nH]cc(S(=O)(=O)c3ccc(C)c(C)c3)c(=O)c2c1,2,-5,0.9,1.4,-2,-7,2,-3,1.5,2.5
CC(Oc1cccc2cccnc12)C(=O)N/N=C/c1ccc2c(c1)OCO2 (stereo unspecified),-3,5,-5.1,5.8,-3,-16,3,-5,0.4,2.9
COc1ccc([C@H]2CC(=O)C=C(c3cccc(OC(F)(F)F)c3)C2)cc1,12,-8,-1.4,0.8,5,-19,-2,-5,-1.1,3.0
COc1cc(C(CC(=O)Nc2cc(C)ccn2)N2Cc3ccccc3C2=O)cc(OC)c1OC (stereo unspecified),-1,-1,x,1.8,-3,6,3,-8,0.3,-2.1
Cc1ccc(CSc2nc3c(c(=O)[nH]2)CCC3)cc1,5,-2,-0.2,2.0,-9,x,-1,-14,1.9,-3.2
Cc1ccc2c(c1)C(=O)c1c(C(=O)O)cccc1-2,-11,2,-0.6,3.2,5,32,-1,1,-1.7,1.2
CC(=O)Nc1ccc(NC(=O)N(c2ccccc2)c2ccccc2)cc1,-8,0,-2.2,-0.8,-10,5,0,-12,-0.1,-3.8
O=C(NC1=NCCS1)c1cccc(NC(=O)c2ccco2)c1,-1,-2,-4.5,0.5,x,5,2,-2,-1.1,0.6

# (next part)
SMILES,Tat transport,DAGLB inhibitor,CAL PDZ FP,AddAB inh,Rtt109 Vps75,PfHsp90 set2,Wnt act,PvdQ acylase,E coli growth,phage Ecoli inh
O=C1COc2ccc(C(=O)COC(=O)Cc3ccsc3)cc2N1,0,1,-1.2,0.8,1,-1,-1,-13,2.0,3.7
O=C(c1cccc(C(=O)N2CCC(O)(c3ccccc3)CC2)c1)N1CCC(O)(c2ccccc2)CC1,x,x,x,1.1,x,x,2,x,2.3,0.8
CC(C)CCC1(CCNC(C)c2cccs2)CCOC(C)(C)C1 (stereo unspecified),-4,-2,0.1,3.8,6,11,-2,10,-0.3,0.2
CC(=O)NC(Cc1ccccc1)C(C)=O (stereo unspecified),-7,1,33,2.0,1,4,-3,-16,1.8,0.6
Cc1ccc(N=C2N=C(N)c3ccccc32)c(C)c1,-1,-2,-2.7,0.4,-5,-4,x,1,0.6,1.2
Cc1ccc(Cn2nc(C)c(NC(=O)c3cc(C)no3)c2C)cc1,u,1,-1.4,2.4,-10,19,0,-7,-0.9,1.0
O=C(Nc1ccc(Cl)cc1)c1ccc(OCC2CCCO2)cc1 (stereo unspecified),3,-2,0.5,4.2,-6,-8,10,-11,-0.2,2.5
COc1cccc(C2CC3(CC(C)(C)NC(=S)N3)Oc3cc(O)ccc32)c1 (stereo unspecified),-8,4,-1.1,1.6,15,18,x,-12,-1.8,3.1
O=C(C[n+]1ccc(CCSc2ccc(F)cc2)cc1)c1ccccc1,0,1,-1.3,2.3,x,13,x,-1,-2.6,x
Cc1ccc(/C=N/Nc2nc(N3CCOCC3)nc(N3CCOCC3)n2)o1,0,-1,0.3,0.9,-9,7,-2,11,0.5,2.9
COc1ccc(N2CCN(C(=O)CSc3ncccc3-c3nc4ccccc4[nH]3)CC2)cc1,6,0,-2.2,-0.3,-5,-29,-4,-8,1.7,x
O=C(O)CSc1nnnn1-c1ccccc1,-2,0,-1.2,1.3,5,x,x,-4,1.7,2.1
Cc1nnc(SCC(=O)Nc2cc(Cl)ccc2Cl)n1CC1CCCO1 (stereo unspecified),10,-2,-2.5,1.6,-1,-18,-1,-2,0.3,0.1

# Source: PubChem (several laboratories)

# This is a random part of the collection. Share with any hit: about 1.9%.
